Compound activity as filed in PubChem.
L3MBTL1 inh: inhibitors of human L3MBTL1. 230,000 compounds, 0.66% hits. AID 485360. Potency, µM (series often up to 57.1 µM), without a hit: at the top dose activity, negative = inhibition, usual class: inhibitors. AlphaScreen L3MBTL1–H3K9me1 peptide binding; note: nearly all actives have a fitted effect of over 60% in size
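L3MBTL1 (50 nM) pre-complexed 30 min with biotinylated H3(1-15)K9me1 peptide (75 nM), then compounds added for 30 min at room temperature; AlphaScreen streptavidin donor/nickel chelate acceptor beads (10 ug/mL final) read after 30 min dark incubation.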
TexasRed fluor: Texas Red fluorescence interference in TRb-SRC2 counter-screen; 280,000 compounds, 0.29% hits; Potency, µM (titrated, usually from 106 µM), inactives show top-dose fluorescence change, negative = quenching; TRb/SRC2 Texas Red total fluorescence interference; active = well fitted curve in either direction with a large enough effect; inconclusive = small, poorly fitted or top-dose-only effect
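Flags fluorescent or light-absorbing compounds by total fluorescence, S + 2P, at 555 nm excitation and 632 nm emission. Mixture: 20 nM Texas Red SRC2 peptide, 0.6 uM human TRb LBD, 1 uM T3, 5% DMSO; compound exposure 5 h at ambient temperature.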
GoLoco inh red: blocks human Gai1 binding to RGS12 GoLoco peptide, red readout | AID 880 | Potency, µM (series often up to 61.6 µM), for the others: top-dose activity, negative = inhibition, hits mostly inhibitors | Gai1:RGS12 GoLoco peptide FP, rhodamine, 10 min | 230,000 compounds, 0.44% hits | P63096; active = well fitted inhibition curve with a large enough effect, not every such curve was filed as active; inactive = no such curve, though single readings can be large or run the other way; note: nearly all actives have a fitted effect of over 30% in size; many of its hits are not listed in these tables
Target sequence (P63096 whole entry, looked up): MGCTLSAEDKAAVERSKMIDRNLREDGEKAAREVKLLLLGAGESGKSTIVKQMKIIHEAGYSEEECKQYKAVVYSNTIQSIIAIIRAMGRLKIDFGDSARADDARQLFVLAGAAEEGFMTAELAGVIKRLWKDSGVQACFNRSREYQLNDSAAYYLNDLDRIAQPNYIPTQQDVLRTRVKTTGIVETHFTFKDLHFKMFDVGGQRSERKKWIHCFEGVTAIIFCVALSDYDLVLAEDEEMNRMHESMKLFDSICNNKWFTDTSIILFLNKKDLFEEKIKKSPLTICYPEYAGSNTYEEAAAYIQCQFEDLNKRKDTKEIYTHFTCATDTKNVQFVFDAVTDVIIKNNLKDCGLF
GAA glycogen mod: inhibitors or activators of human alpha-glucosidase glycogen cleavage; P10253; recombinant GAA, glycogen substrate, Amplex Red glucose oxidase fluorescence; Potency, µM (titrated, usually from 76.4 µM), inactives show top-dose activity change, negative = inhibition, most hits filed as inhibitors; 300,000 compounds, 0.38% hits; AID 2100;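 note: 0% = full enzyme reaction and -100% = no-enzyme basal signal; the screen sought inhibitors and activators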
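Recombinant enzyme (4 nM final) with compounds titrated up to 77 uM and bovine liver glycogen (30 ug) in citrate pH 5.0, 0.01% Tween-20, 37 C 40 min. Released glucose detected by Amplex Red/glucose oxidase (Ex 573/Em 610); AC50 from Hill fits.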
GAA inhib: alpha-glucosidase (human) inhibition; purified human GAA, 4-MU-alpha-glucoside fluorescence; Potency, µM (doses to about 76.9 µM), without a hit: top-dose activity change, negative = inhibition, most hits filed as inhibitors; P10253; 200,000 compounds, 0.005% hits; AID 1466;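 note: plate controls were uninhibited enzyme wells for no effect and no-enzyme background for full effect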
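Endpoint fluorogenic read: 20 min room-temperature reaction of 4 nM human alpha-glucosidase with 400 uM 4-methylumbelliferyl-alpha-D-pyranoside, pH 5.0, quenched with 1M NaOH/1M glycine pH 10. AC50 from Hill modeling.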
RECQ1 inh: blocks DNA unwinding by human RECQ1. P46063. RECQ1 DNA unwinding, red fluorescence kinetic read. Potency, µM (top dose mostly 57.3 µM), for the others: at the highest dose activity, negative = inhibition, usual class: inhibitors. 240,000 compounds, 0.54% hits. AID 2549;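 note: plate controls were vehicle for no effect and no enzyme for full effect; nearly all actives have a fitted effect of over 30% in size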
Target sequence (P46063 whole entry, looked up): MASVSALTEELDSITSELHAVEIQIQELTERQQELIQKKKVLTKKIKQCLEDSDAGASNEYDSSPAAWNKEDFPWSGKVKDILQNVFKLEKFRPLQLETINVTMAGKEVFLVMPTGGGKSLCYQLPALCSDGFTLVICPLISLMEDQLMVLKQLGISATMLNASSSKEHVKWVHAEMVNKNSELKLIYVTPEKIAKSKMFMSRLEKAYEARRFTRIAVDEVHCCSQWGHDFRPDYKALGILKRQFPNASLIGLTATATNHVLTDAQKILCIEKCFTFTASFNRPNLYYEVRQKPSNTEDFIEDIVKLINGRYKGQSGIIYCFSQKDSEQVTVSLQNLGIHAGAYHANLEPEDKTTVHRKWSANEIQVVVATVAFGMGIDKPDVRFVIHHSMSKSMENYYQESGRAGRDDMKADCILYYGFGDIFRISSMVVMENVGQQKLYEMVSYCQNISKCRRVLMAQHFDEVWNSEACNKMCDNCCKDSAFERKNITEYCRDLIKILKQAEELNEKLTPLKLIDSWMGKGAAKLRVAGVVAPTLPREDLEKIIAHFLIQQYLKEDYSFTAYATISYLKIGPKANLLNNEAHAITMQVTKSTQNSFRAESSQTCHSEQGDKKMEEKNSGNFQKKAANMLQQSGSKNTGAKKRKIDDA
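50 nM RECQ1T1 preincubated 15 min with compound in Tris pH 8.0 buffer with MgCl2, DTT, Tween-20 and 2.5 ug/ml poly(dI-dC); started with 200 nM TAMRA/BHQ-2 forked duplex and 2 mM ATP. Unwinding read as fluorescence (525/598 nm), two reads 2 h apart.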
GAA spleen mod: lysosomal alpha-glucosidase (human) modulation; human spleen homogenate, 4-MU-alpha-glucoside fluorescence; 240,000 compounds, 0.006% hits; Potency, µM (titrated, usually from 79.9 µM), for inactives: at the top dose activity change, negative = inhibition, usual class: inhibitors;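 note: 0% = enzyme with vehicle and -100% = no enzyme basal signal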
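Compounds were titrated against alpha-glucosidase in spleen homogenate at pH 5.0, with 1 mM 4-methylumbelliferyl substrate for 40 min at 37 C. Reactions were quenched with pH 10 NaOH/glycine and fluorescence measured.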
TRb SRC2 PPI: TRbeta-SRC2 interaction inhibition; P10828; TRbeta-SRC2 peptide binding, fluorescence polarization; receptor liganded with 1 µM T3; Potency, µM (top dose mostly 106 µM), without a hit: at the top dose activity change, negative = inhibition, actives largely listed as inhibitors; 280,000 compounds, 0.065% hits; AID 1469;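 note: plate controls were bound peptide for no effect and peptide without receptor for full effect; nearly all actives have a fitted effect of over 50% in size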
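Decrease in fluorescence polarization of 20 nM Texas Red SRC2 coactivator peptide flagged inhibition of its binding to 0.6 uM TRb LBD; 1 uM T3 included, incubation 5 hr, ex 555/em 632 nm.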
* marks the source's active call; other numbers are inactive results; i = inactive; ? = inconclusive; . = not tested or not shown; & = joins results of further samples; [ ] = dose if it differs, or a comment. Unless noted, calls come from the whole dose curve; as a rule, active = well fitted curve in the direction sought with a large enough effect; inconclusive = small, poorly fitted or top-dose-only effect, or another doubt; inactive = no such curve, though single readings can be large; an effect the other way counts as inactive or inconclusive. Unless noted, % is set by controls: 0 for no effect and ±100 for the full control effect; potency is the fitted concentration of half-maximal effect. Only part of the results is shown. The share of hits here may be higher or lower than overall.

Every second line gives: GoLoco inh red	L3MBTL1 inh	RECQ1 inh	TexasRed fluor	GAA inhib	TRb SRC2 PPI	GAA spleen mod	GAA glycogen mod
CC(=O)Nc1ccc(C(c2c(O)c3ccccc3oc2=O)c2c(C)n(C)n(-c3ccccc3)c2=O)cc1 (configuration not stated)
  -3%	.	-7%	-2%	2%	6%	-2%	2%
CC[N+](C)(CC)CCC[n+]1c(-c2ccccc2)c2cc(N)ccc2c2ccc(N)cc21
  13µM*	-26%	35µM*	?	.	45µM*	-16%	.
CCOC(=O)c1cc(CC)sc1/N=C/C1C(=O)NC(=S)NC1=O
  212%[activator]	.	-9%	3%	1%	-2%	0%	-17%
O=C(Nc1cccc(Cl)c1)c1c(O)c2c(n(Cc3ccco3)c1=O)CCCC2
  16%	-2%	-1%	-2%	-1%	4%	0%	3%
CC12CC(c3ccccc3O1)C(C(=O)OCc1ccccc1)C(=O)N2 (configuration not stated)
  8%	3%[11.4 µM]	2%	0%	?	9%	-5%	-2%
O=C1NC(=O)C(=Cc2ccc(-c3cc(Cl)ccc3[N+](=O)[O-])o2)C(=O)N1
  35%[activator]	?	-9%	-3%	-9%	5%	-13%	-16%
O=c1[nH]c(=O)n(C2CCCCCC2)c(O)c1C=NC1CCN(Cc2ccccc2)CC1
  32%[activator]	1%	-4%	9%	5%	16%	-6%	1%
COc1ccc2nc(NC(=O)CCc3nc(C4=CCN(C)CC4)no3)sc2c1
  15%	-5%	-3%	-3%	5%	-18%	-24%	7%
COc1ccc(OCC(=O)N2CCN(CC3CC4C=CC3C4)CC2)cc1 (configuration not stated)
  -7%	2%	i	-2%	-2%	-10%	-7%	-4%
CC1(C)Cc2c(sc3c2C(=O)NC(c2cccnc2)N3)CO1 (configuration not stated)
  6%	7%	-10%	2%	2%	-12%	-2%	-1%
COP(=S)(OC)SCN1C(=O)c2ccccc2C1=O
  11%	-5%	11%	-3%	3%	3%	-6%	0%
O=C(/C=C/c1ccc2c(c1)OCO2)c1c(O)n(CCc2ccccc2)c(=O)[nH]c1=O
  11%	.	-6%	0%	.	4%	-2%	-1%
COP(=O)(OC)C(NC(=O)C(C)(C)C)=C(Cl)Cl
  -16%	.	21%	0%	2%	-2%	-5%	6%
COc1cc2c(cc1OC)[C@@H]1C(=O)c3ccc(OC)c(CC=C(C)C)c3OC1CO2 (some centres not stated)
  -4%	.	-21%	?	.	-17%	-12%	.
CCn1c(O)c(C=Nc2cc(Cl)ccc2Cl)c(=O)n(CC)c1=O
  2%	12%	-16%	-5%	3%	7%	4%	14%
CN1CCN(c2ccc(NC(=O)C(C)(C)C)cc2)CC1
  -17%	-8%	i	3%	-1%	-2%	9%	4%
CC[C@@H]1/C=C/C=C/C[C@H](C)[C@@H](O)[C@](C)(O)C(=O)[C@H](C)[C@@H](O)[C@H](C)C(=O)[C@H](C)[C@@H](O)[C@H](C)/C=C/C(=O)O[C@H]2[C@@H](C)[C@@H](CC1)O[C@@]1(CC[C@@H](C)[C@@H](C[C@H](C)O)O1)[C@@H]2C
  0%	.	i	?	.	?	2%	.
Cc1ccccc1N1C(=O)NC(=O)/C(=C\c2ccc3c(c2)CCCN3Cc2ccccc2)C1=O
  i	?	3%	0%	13%	7%	0%	-7%
O=C1NC(=O)N(c2ccccc2)C(=O)/C1=C\c1ccc([N+](=O)[O-])o1
  70%[activator]	3.2µM*	-25%	17%	-1%[15.4 µM]	8%	3%	-6%
Nc1ccc2nonc2c1[N+](=O)[O-]
  14µM*	1%	-1%	-1%	-6%	-4%	-8%	-13%
C[C@H]1CC[C@H]2NCCN[C@H]2C1
  1%	49%[activator]	-7%	-3%	.	-2%	3%	4%
C=CCN1CC[C@@]23c4c5ccc(O)c4O[C@H]2/C(=N\N=C2/CC[C@@]4(O)[C@H]6Cc7ccc(O)c8c7[C@@]4(CCN6CC=C)[C@@H]2O8)CC[C@]3(O)[C@@H]1C5
  -8%	.	-5%	0%	.	1%	11%	.
CC(N)Cc1c[nH]c2ccc(OCc3cccs3)cc12 (configuration not stated)
  7%&5%	.	-5%	-1%&-1%	.	3%&11%	-10%&1%	.
CC(C)OC(=O)Nc1ccc(N=C(N)N[N+](=O)[O-])cc1
  -2%	.	i	-3%	-4%	-2%	-1%	-3%
CCC(=Nc1cc(OC)ccc1OC)c1c(O)[nH]c(=O)[nH]c1=O
  -4%	-9%	-19%	4%	1%	-3%	3%	-13%
C=CCn1c(O)c(C(C)=NCc2cccnc2)c(=O)[nH]c1=O
  11%	5%	-15%	2%	-2%	-3%	2%	-4%
CCCCOc1ccc(CCN)cc1Cl
  2%	10%	2%	-2%	5%	-6%	-3%	-2%
Cc1cc(N2CCCC2)ccc1C=C(C#N)C#N
  14%	.	-7%	0%	4%	-2%	3%	15%
CC(=NCC1CCCO1)c1c(O)n(-c2ccc(C)cc2)c(=O)[nH]c1=O (configuration not stated)
  3%	.	-14%	0%	4%	-10%	-11%	7%
C[C@H](N)Cc1c[nH]c2ccc(OCc3cccs3)cc12
  -10%	.	i	-1%	.	7%	-11%	.
COc1ccccc1Cn1c(SCC(=O)C(C)(C)C)nc2cc(C(=O)N3CCC4(CC3)OCCO4)ccc2c1=O
  1%	.	-4%	-3%	-7%	-6%	0%	8%
C=CCn1c(O)c(C(C)=NCCCN2CCOCC2)c(=O)[nH]c1=O
  -12%	3%	i	1%	-3%	-7%	5%	-14%
O=C(CCC(=O)N1CCC2(CC1)OCCO2)Nc1nnc(C(F)(F)F)s1
  3%	5%	i	-1%	12%	-1%	5%	-2%
CN(C)C1C(=O)C(C(N)=O)C(=O)C2(O)C(=O)C3C(=O)c4c(O)cccc4C(C)(O)C3C(O)C12 (configuration not stated)
  -24%	.	i	28µM*[quencher]	.	18%	6%	.
COc1ccc(OCC#CCN2CCCCCC2)cc1
  1%	-8%	-7%	-4%	-2%	-7%	-1%	-10%
CC(=O)OCC(N)C(=O)c1ccccc1 (configuration not stated)
  20%	.	0%	-2%	.	-2%	-2%	.
CN(C(=O)Cc1ccc(Cl)c(Cl)c1)C(CN1CCCC1)c1cccc(N=C=S)c1 (configuration not stated)
  5%	.	-3%	-1%	.	1%	3%	.
CC1(C)C(C(=O)NCc2ccco2)C1(C)C
  -1%	-6%	-7%	-2%	-2%	-17%	1%	2%
C=C(Cl)CCl
  -1%	.	-7%	1%	.	1%	3%	.
CCCc1c(C)nc(-c2ccc(C)cc2)nc1OC(=O)N(C)C
  4%	0%	17%	-6%	.	8%	0%	3%
Cc1cccc(C)c1OP(N)(=O)Oc1c(C)cccc1C
  4%	5%	-4%	-2%	.	3%	-2%	2%
CC(=O)Nc1cc(C(=O)N2CCC3(CC2)OCCO3)ccc1Sc1ccc(F)cc1
  -3%	.	0%	1%	-4%	6%	1%	-4%
Clc1ccc2c(c1)C(c1ccccc1Cl)=NCc1nncn1-2
  -4%	7%	-4%	-1%	-7%	-1%	-5%	-1%
CCOC(=O)C1CCN(C(C)C(=O)c2c(C)[nH]c3cc(C)ccc23)CC1 (configuration not stated)
  36%[activator]	-3%	-6%	6%	-1%	-4%	3%	-17%
COc1ccccc1-n1c(-c2cccs2)nc2ccccc2c1=O
  7%	-4%	-10%	-1%	-8%	2%	.	-6%
CC1(C)C2([N+](=O)[O-])CNCC1([N+](=O)[O-])CNC2
  12%	22%	2%	1%	3%	8%	-11%	-3%
O=P(C(c1ccc2c(c1)OCO2)N1CCOCC1)(N1CCOCC1)N1CCOCC1 (configuration not stated)
  1%	0%	-9%	0%	-1%	-3%	-11%	3%
COc1cc2c(cc1OC)-c1c3c(cc4c1[C@@H](C2)N(C)CC4)OCO3
  4%	-9%	-25%	-5%	3%	-27%	-16%	7%
CCC(C)C(=O)c1c(O)c(C)c2oc3c(C)c(O)c(C(=O)C(C)CC)c(O)c3c2c1O (configuration not stated)
  -1%	.	-4%	0%	.	1%	-2%	.
COc1ccccc1N1CCN(Cc2cccc(OC)c2O)CC1
  -10%	-8%	-7%	-1%	-1%	-3%	-1%	-10%
O=C1NC(=O)C(=Cc2coc3ccc(O)cc3c2=O)C(=O)N1
  1%	-16%	6%	-1%	-4%	-2%	-6%	?
CC(C)NC(=O)Cn1cc(C(=O)c2ccccc2F)c2ccccc21
  1%	.	i	-5%	-8%	-4%	0%	6%
Cc1cccc(-n2c(/C=C/c3ccc([N+](=O)[O-])o3)nc3ccccc3c2=O)c1
  86%[activator]	?	-5%	3%	1%	8%	-6%	8%
Cc1cccc(NC(N)=S)c1
  4%	-3%	14%	-1%	-5%	-7%	-23%	2%
CN1C(=O)CN=C(c2ccccc2)c2cc([N+](=O)[O-])ccc21
  0%&14%	.	-10%	-4%&0%	-3%[15.4 µM]	-5%&-2%	1%	-2%
O=C1CN=C(c2ccccc2)c2oc3ccc(Br)cc3c2N1
  6%	1%	10%	1%	-4%	-3%	8%	-1%
CC(=NCCO)c1c(O)n(C)c(=O)n(C)c1=O
  -4%	-3%	i	1%	4%	-6%	-19%	6%
N=c1sc2c(n1Cc1ccccc1)CCCC2
  -3%	-3%	-7%	-4%	-5%	1%	10%	0%

Reformatted as labelled records: part of the list above
Molecule: O=P(C(c1ccc2c(c1)OCO2)N1CCOCC1)(N1CCOCC1)N1CCOCC1 (configuration not stated)
- GoLoco inh red = 1%
- L3MBTL1 inh = 0%
- RECQ1 inh = -9%
- TexasRed fluor = 0%
- GAA inhib = -1%
- TRb SRC2 PPI = -3%
- GAA spleen mod = -11%
- GAA glycogen mod = 3%

Molecule: COc1cc2c(cc1OC)-c1c3c(cc4c1[C@@H](C2)N(C)CC4)OCO3
- GoLoco inh red = 4%
- L3MBTL1 inh = -9%
- RECQ1 inh = -25%
- TexasRed fluor = -5%
- GAA inhib = 3%
- TRb SRC2 PPI = -27%
- GAA spleen mod = -16%
- GAA glycogen mod = 7%
